KDM5B inhibitor = inhibitors of human KDM5B histone demethylase; KDM5B demethylase, FDH-coupled NADH fluorescence (FDH is formaldehyde dehydrogenase); Potency, µM (doses to about 57.7 µM), for inactives: at the top dose activity change, negative = inhibition, usual class: inhibitors; 2.6% of 220,000 active; AID 1347165; active = well fitted inhibition curve with a large enough effect; inconclusive = small, poorly fitted or top-dose-only effect; inactive = no such curve, though single readings can be large or run the other way; note: 0% is about no effect; nearly all actives have a fitted effect of over 70% in size
Target sequence (Q9UGL1 whole entry, looked up): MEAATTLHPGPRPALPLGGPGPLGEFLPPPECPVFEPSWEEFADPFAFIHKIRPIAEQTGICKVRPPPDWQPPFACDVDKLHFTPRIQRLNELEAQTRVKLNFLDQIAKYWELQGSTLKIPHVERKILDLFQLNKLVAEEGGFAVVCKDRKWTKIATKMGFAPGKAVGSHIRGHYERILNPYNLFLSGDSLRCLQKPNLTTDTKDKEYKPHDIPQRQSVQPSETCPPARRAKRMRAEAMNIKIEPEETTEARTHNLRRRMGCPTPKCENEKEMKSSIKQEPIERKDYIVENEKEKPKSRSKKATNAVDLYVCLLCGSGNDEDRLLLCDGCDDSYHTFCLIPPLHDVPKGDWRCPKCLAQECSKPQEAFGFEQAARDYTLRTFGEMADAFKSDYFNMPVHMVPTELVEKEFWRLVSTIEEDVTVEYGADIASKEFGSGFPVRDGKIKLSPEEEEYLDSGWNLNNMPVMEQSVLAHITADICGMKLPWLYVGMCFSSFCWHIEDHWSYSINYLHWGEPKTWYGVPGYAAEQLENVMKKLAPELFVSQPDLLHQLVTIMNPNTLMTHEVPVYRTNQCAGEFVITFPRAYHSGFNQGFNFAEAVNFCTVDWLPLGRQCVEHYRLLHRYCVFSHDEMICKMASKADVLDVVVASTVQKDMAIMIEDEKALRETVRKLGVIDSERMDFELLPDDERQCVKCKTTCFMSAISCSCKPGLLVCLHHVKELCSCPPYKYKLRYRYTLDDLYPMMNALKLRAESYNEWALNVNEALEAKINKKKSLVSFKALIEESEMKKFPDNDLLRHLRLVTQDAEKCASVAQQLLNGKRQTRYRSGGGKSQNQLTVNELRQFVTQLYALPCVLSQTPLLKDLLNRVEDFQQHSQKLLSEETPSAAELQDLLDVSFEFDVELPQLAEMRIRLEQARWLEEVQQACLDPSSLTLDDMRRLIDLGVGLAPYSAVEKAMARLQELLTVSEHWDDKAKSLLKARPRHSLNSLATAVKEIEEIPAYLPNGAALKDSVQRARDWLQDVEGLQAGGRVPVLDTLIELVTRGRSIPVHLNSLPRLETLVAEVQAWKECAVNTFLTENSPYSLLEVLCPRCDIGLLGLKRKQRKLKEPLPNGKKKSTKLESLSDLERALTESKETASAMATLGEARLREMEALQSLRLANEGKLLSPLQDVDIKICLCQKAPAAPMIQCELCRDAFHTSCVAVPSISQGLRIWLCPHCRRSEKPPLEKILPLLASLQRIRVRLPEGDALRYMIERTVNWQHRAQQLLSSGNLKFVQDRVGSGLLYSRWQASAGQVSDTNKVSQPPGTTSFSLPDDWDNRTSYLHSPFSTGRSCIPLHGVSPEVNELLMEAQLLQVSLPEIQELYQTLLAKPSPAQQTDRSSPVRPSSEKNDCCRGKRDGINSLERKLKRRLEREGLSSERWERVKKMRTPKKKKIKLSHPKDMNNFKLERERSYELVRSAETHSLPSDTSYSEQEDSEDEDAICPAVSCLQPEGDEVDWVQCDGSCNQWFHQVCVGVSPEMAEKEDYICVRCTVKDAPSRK
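Compound dilutions met 200 nM (final) KDM5BΔAP for 10 min at room temperature before substrate addition. The substrate mix held 12.5 µM H3K4me3 with cofactors 25 µM α-ketoglutarate and 50 µM Fe²⁺. NADH signal gain over 30 min defined activity.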
Starred values were filed as active, the others as inactive; i = inactive; ? = inconclusive; & = joins results of further samples; [ ] = another dose, or the depositor's remark. Potency is the fitted concentration of half-maximal effect. Only part of the results is shown; rates above refer to the full screens.

SMILES	KDM5B inhibitor
CCCCOc1ccc(C(=O)OCC(=O)N2CCOCC2)cc1	13%
Cc1cccn2c(CC(=O)N3CCn4nc(CO)cc4C3)cnc12	?
O=C1CCN(Cc2ccncc2)CCCC(C(=O)NC2CCN(Cc3ccccc3)CC2)CCN1 (stereo unspecified)	8%
COc1ccc(CN2CCC([C@@H]3CNC[C@H]3CO)CC2)c(OC)c1	-31%
COC(=O)c1ccc(NC(=O)CCCc2cccs2)cc1	6%
CCOC(=O)c1cccc(NC(=O)CCn2nc(C)c3c(C)n(-c4ccccc4)nc3c2=O)c1	-13%
O=C(NCc1ccccc1)N1CC(Oc2ccc(-c3nc(-c4ccccc4)no3)cc2)C1	-5%
COc1ccc(NS(=O)(=O)c2cccc(C(=O)N3c4ccccc4CC3C)c2)cc1 (stereo unspecified)	-5%
COC(=O)CCCNC(=O)CN(C)Cc1ccsc1	-12%
Cc1ccc(C)c(OCC(=O)O/N=C(\N)c2cccc([N+](=O)[O-])c2)c1	20%
COC1CCOC2(CCN(C(=O)Cc3cccc(F)c3)CC2)C1 (stereo unspecified)	7%
O=C(Cc1c[nH]c2ccccc12)NC1(c2ccccc2)CCC1	10%
O=C(CSc1ccccn1)c1ccc2c(c1)OCCO2	-4%
O=C(CN1C(=O)COc2ccc(C(=O)COc3ccccc3Cl)cc21)NCC1CCCO1 (stereo unspecified)	-15%
CSc1ncc(Sc2ccccc2)c(C(=O)O)n1	-21%
O=C1NC2(CCN(C(=O)C3CCCC3)CC2)COc2ccccc21	4%[86.2 µM]
Cc1ccc(Cl)cc1NC(=O)c1oc2ccc(S(=O)(=O)N(C)C3CCCCC3)cc2c1C	-15%
CN(C)C(=O)/C=C/c1ccc(-c2ccccc2F)o1	?
O=C(CC1CC2CCC1C2)Nc1ccc(Br)cc1Cl (stereo unspecified)	11%
CCOc1ccc(NC(=O)C2CCN(c3cnn(Cc4ccccc4)c(=O)c3)C2)cc1 (stereo unspecified)	-1%
COCCCNc1nc2c(c(=O)n(Cc3cccc(Br)c3)c(=O)n2C)n1C	-4%
COC(=O)C1=C(N)Oc2cc(C)n(C)c(=O)c2C1c1cccc(OC)c1 (stereo unspecified)	-9%
O=C(c1ccc(Cl)cc1)N1CCC2(CC1)Cc1ccccc1NC2=O	9%
O=C(O)c1ccc2c(c1)CCCN2	-5%
N#Cc1nc(-c2ccc(S(=O)(=O)N3CCCCC3)cc2)oc1NCc1ccc2c(c1)OCO2	-32%
Other compounds:
SMILES	KDM5B inhibitor
CN(Cc1ccccc1)Cc1cn([C@H]2CO[C@H]3[C@@H]2OC[C@@H]3NC(=O)c2ccc(C(F)(F)F)cc2)nn1	5%
CCN1CC(c2ccccc2)CC2(CCN(CC(=O)N(C)CC)CC2)C1 (stereo unspecified)	5%
CC(=O)n1cc(N(C(=O)CCl)c2ccccc2)c2ccccc21	-6%
COc1ccc2c(C)c(C(=O)N3CC(Oc4c(C)cccc4C)C3)oc2c1	?
Cc1noc(-c2cc3cc(Br)ccc3o2)n1	-8%
Fc1ccc(-c2ccc3ncc(Nc4ccccn4)n3n2)cc1	-26%[86.2 µM]
Cc1ccc(CNC(=O)c2ccc(Nc3cc(-c4ccc(F)cc4)ncn3)cc2)o1	?
COC(=O)CNC(=O)C1CN(c2cccc(OC)c2)C(=O)N1 (stereo unspecified)	-6%[86.2 µM]
COc1ccccc1Cc1nc(C2CC(=O)N(c3ccc(F)c(Cl)c3)C2)no1 (stereo unspecified)	7%
CCOC(=O)C(=CNc1cccnc1Oc1ccc(C)c2c1CCC2)C(=O)OCC	?
Cc1ccc2c(CNCC(C)c3ccccc3)c(C(=O)O)n(Cc3ccccc3C)c2c1 (stereo unspecified)	-7%
Cc1cccc(C(=O)OCCCN(C)C)c1	9%
O=C(NCc1ccc2c(c1)OCO2)C1CC(c2ccccc2)CN(C(=O)c2ccccc2F)C1 (stereo unspecified)	-19%
Cn1cnc2c1c(=O)n(CCCSc1nnc(-c3ccccc3)o1)c(=O)n2C	19%
CC(=O)c1cnn(-c2cc(Oc3ccc(C#N)cc3)nc(C)n2)c1C	24%
Cc1nc(SC(C)C)c2c(=O)n(C)c(=O)n(CC(C)C)c2n1	15%
Cc1ccc(N2CC(c3nnc(NC(=O)c4ccco4)s3)CC2=O)cc1Cl (stereo unspecified)	-10%
CCCCn1c(N2CCN(CC(N)=O)CC2)nc2c1c(=O)[nH]c(=O)n2C	-2%
O=c1[nH]c(C2CCCN(S(=O)(=O)c3ccccc3)C2)nc2c1nnn2Cc1ccc(OC(F)(F)F)cc1 (stereo unspecified)	-1%
CCOC(=O)c1ccc(N2C(=O)c3n[nH]c(C)c3C2c2cccc(Br)c2)cc1 (stereo unspecified)	-4%
O=S(=O)(c1ccc(N2CCOCC2)nc1)N(Cc1ccccn1)Cc1ccccn1	12%
O=C([C@@H]1C[C@H](Oc2ccccc2)CN1C(=O)c1ccco1)N1CCCC1	0%
NC(=S)c1ccc(S(N)(=O)=O)cc1	-19%
COc1ccc(CN2CCc3oc(C)c(C(=O)N4CCN(C(C)=O)CC4)c3C2)cc1	?
CCCn1c(C)cc(C(=O)CSc2nnc(-c3ccncc3)n2-c2ccccc2)c1C	-5%

Six entries already listed, sorted by number of heavy atoms, smallest number first:
SMILES	KDM5B inhibitor
NC(=S)c1ccc(S(N)(=O)=O)cc1	-19%
Cc1nc(SC(C)C)c2c(=O)n(C)c(=O)n(CC(C)C)c2n1	15%
Fc1ccc(-c2ccc3ncc(Nc4ccccn4)n3n2)cc1	-26%[86.2 µM]
CC(=O)c1cnn(-c2cc(Oc3ccc(C#N)cc3)nc(C)n2)c1C	24%
O=C([C@@H]1C[C@H](Oc2ccccc2)CN1C(=O)c1ccco1)N1CCCC1	0%
CN(Cc1ccccc1)Cc1cn([C@H]2CO[C@H]3[C@@H]2OC[C@@H]3NC(=O)c2ccc(C(F)(F)F)cc2)nn1	5%

(next part)
SMILES	KDM5B inhibitor
CCOc1ccc2oc(=O)cc(CN3CCN(c4ccccc4)CC3)c2c1	-11%&-53%
CCCNc1nc(Nc2ccc(C)cc2)c2cnn(C)c2n1	-8%
O=C(CCn1ccn2nc3c(c2c1=O)CCCC3)Nc1ccc(F)cc1Cl	22%
COC(=O)c1ccc(NC(=O)N2CC(N(C3CCOCC3)S(C)(=O)=O)C2)cc1	-1%
CCc1c(C)sc(NC(=O)c2cccc(Br)c2)c1C#N	-23%
CCOCCOC(=O)COc1ccc2c(=O)c(Oc3ccccc3Cl)coc2c1	17%
CN(CCc1noc(C2CC2)n1)c1ncncc1C(=O)O	-7%
C[C@H](O)[C@@H]1CN2CCc3ccc(-c4ccc5c(c4)OCO5)cc3[C@@H]2C[C@@H]1N(C)C(=O)Nc1ccccc1	2%
CCCCCCCCCCCCc1ccc(-c2ccc(CC)cn2)cc1	30%
Cc1ccc2c(=O)cc(C(=O)N3CCN(c4cccc(Cl)c4)CC3)oc2c1C	-5%
c1ccc(N2CC3CCc4ccccc4C3=N2)cc1 (stereo unspecified)	i
CC(Oc1ccccc1C(N)=O)c1ccccc1Cl (stereo unspecified)	-6%
NCCCCC(=O)N1CCOc2c(O)cc(-c3csc4ccccc34)cc2C1	-1%
CCc1nc(CC(=O)N(CC#N)C2CC2)cs1	29%
O=C1[C@@H]2C[C@@H](O)CN2C2(CN(Cc3cccs3)C2)C(=O)N1Cc1cccc(Cl)c1	3%[86.2 µM]
CCCCc1nn2c(=O)cc(COC(=O)c3cccc(NC(=O)c4cccc(C)c4)c3)nc2s1	-19%
COc1ccc(C(=O)NCCn2ccn3nc(-c4cc(C)ccc4C)cc3c2=O)cc1	?
Fc1ccc(CN2CC[C@H](c3nc4ccccc4s3)C2)cc1F	?
CCCCN1C(=O)C(=O)N(Cc2cc(=O)oc3cc(C)ccc23)C1=O	-7%
O=C(Nc1cccc(-c2cccc(Cl)c2)c1)C1CCN(Cc2cccc(O)c2)CC1	?
c1ccc(N2CCC(Cn3ccnc3-c3cc4n(n3)CCCNC4)C2)cc1 (stereo unspecified)	?
CCOC(=O)c1nc(Nc2ccccc2OC)c2ccccc2n1	15%
COc1ccc(NC(=O)CCc2nc3c(C)nn(-c4ccc(C)cc4)c3n(C)c2=O)cc1	-18%
Cc1cc2oc(C(=O)Nc3ccc(S(N)(=O)=O)cc3)cc(=O)c2cc1C	18%&-12%
COc1ccc(NC(=O)C2CCN(S(=O)(=O)c3ccc4c(c3)CCCC(=O)N4)CC2)cc1OC	-21%
Next part:
SMILES	KDM5B inhibitor
Cc1ccc(C)c(NC(=O)N2CCC(Oc3ncccc3C(=O)N3CCOCC3)C2)c1 (stereo unspecified)	-5%
Cc1ccc2c(=O)cc(C(=O)N(Cc3ccccc3)Cc3ccco3)oc2c1C	-8%
CC(CNC(=O)c1cc(-c2ccccc2)n[nH]1)c1ccccc1 (stereo unspecified)	-13%
COc1ccc(C(=O)Nc2ccc3oc(-c4cccc(I)c4)nc3c2)cc1	-1%
CCOc1ccc(C2NC(=S)NC3=C2CCc2ccccc23)cc1 (stereo unspecified)	?
CCc1ccc(S(=O)(=O)c2cn(CC(=O)Nc3ccccc3C)c3ccc(F)cc3c2=O)cc1	9%
N#Cc1cnc(N2CC3CCC(C2)N3CC(F)(F)F)s1	-9%[149 µM]
COc1cccc(CC(=O)N2CCC3(CC2)N=C(c2ccc(C)cc2)NO3)c1	-33%
C=CCN1CC2(CCC1=O)CCN(CC1CCCS(=O)(=O)C1)CC2 (stereo unspecified)	?
O=C(NC1CCCC1)c1ccc(CSc2nc3ccncc3n2Cc2ccc(F)cc2)cc1	-13%
CC(=O)N1Cc2ccccc2OC2(CCN(C(=O)c3c(C)noc3C)CC2)C1	1%[115 µM]
COc1ccc(-c2cc3c(=O)n(CC(=O)Nc4cc(F)ccc4F)ccn3n2)cc1OC	?
CCCc1nc2ccccc2c(C(=O)OCC(=O)NC(=O)NC(C)(C)C)c1CC	7%
CC(CNC(=O)c1cc2ccccc2[nH]1)c1ccccc1 (stereo unspecified)	12%
Cc1ccc(NC(=O)CN(C)Cc2cc(=O)oc3c(C)c(O)ccc23)cc1	2%
O=C(OCc1cccc([N+](=O)[O-])c1)c1ccc(OC(F)(F)F)cc1	-24%
COc1ccc(CN[C@H]2CS(=O)(=O)C[C@@H]2S(=O)(=O)c2cccs2)cc1	15%
CSc1ccc(CN2CCC(CO)(CN3CCCC3)CC2)cc1	-4%
CCCc1cnc2c(c1SCc1cccc(C)c1)c(=O)n(C)c(=O)n2C	-19%
Cc1ccccc1C(=O)N1CC(c2nnc(C(C)C)o2)C2(CCOCC2)C1 (stereo unspecified)	17%
Cc1nsc(NC(=O)NC23CC4CC(C2)CC(C(C)C)(C4)C3)n1	-21%
O=C(CCC(=O)N1CCN(c2ccccc2)CC1)Nc1nnc(C2CCCCC2)s1	4%
Cc1ccc(Cn2c(=O)n(CCc3ccc(Cl)cc3)c(=O)c3ccccc32)cc1	2%
COc1ccc(-c2csc(NC(=O)c3ccc(Cl)c(N4CCCC4=O)c3)n2)cc1F	10%
CC1CCCCN1C(=O)c1ccc2c(c1)N(Cc1ccc(Cl)cc1)C(=O)c1ccccc1S2=O (stereo unspecified)	-11%

Taken from above for reference:
SMILES	KDM5B inhibitor
Cc1ccc(Cn2c(=O)n(CCc3ccc(Cl)cc3)c(=O)c3ccccc32)cc1	2%
COc1ccc(-c2csc(NC(=O)c3ccc(Cl)c(N4CCCC4=O)c3)n2)cc1F	10%
CC1CCCCN1C(=O)c1ccc2c(c1)N(Cc1ccc(Cl)cc1)C(=O)c1ccccc1S2=O (stereo unspecified)	-11%

Continued:
SMILES	KDM5B inhibitor
COc1cc(OC)cc(C(=O)Nc2ccc(Sc3c(C)c(C)nc4ncnn34)cc2)c1	-23%
COc1ccc(NC(=O)C2=C(C)Nc3nc(SCc4ccccc4)nn3C2c2cc(OC)ccc2OC)cc1 (stereo unspecified)	3%
CN(C)c1ccc(C(=O)N[C@H]2C[C@H]3C(=O)NC[C@@H](CCC(=O)N4CCCCC4)N3C2)cc1	-22%
CC(C)(C)C1CCC2(CC1)NC(=O)N(CC(=O)N1CCN(c3ccccc3F)CC1)C2=O (stereo unspecified)	-8%
CCCCn1c(CCC(=O)O)nc2c1c(=O)[nH]c(=O)n2CCCC	24%
CCc1ccc(NC(=O)Cn2nc(Cc3ccncc3)c3ccccc3c2=O)cc1	1%
O=C(c1ccc(F)cc1)N1CCn2c(nnc2-c2ccccc2)C1	48%[86.2 µM]
CN(CC1CCOCC1)C(=O)Nc1cc(F)ccc1F	21%
CSc1ncc(C(=O)Nc2cc(C)cc(C)c2)c(-c2ccccc2)n1	?
Cn1c(=O)c2c(c3ccccc31)OC(=O)CC2c1c[nH]c2ccccc12 (stereo unspecified)	1%
CCn1ccc2oc(C)c(C(=O)NCc3ccc(F)cc3Cl)c2c1=O	-17%
COc1ccc(NC(=O)c2ccc(S(=O)(=O)N3CCCCC3)cc2)c(OC)c1	5%
COc1cccc(C2=NOC(C(=O)NC(C)C)C2)c1 (stereo unspecified)	19%
COc1ccc(CC(=O)N2CCC(c3n[nH]c(=O)n3-c3ccccc3)CC2)cc1Cl	-1%
Cc1nn(C)c(C)c1S(=O)(=O)N1CCCC1c1noc(COc2ccc(F)cc2)n1 (stereo unspecified)	6%
CCc1nc(C)sc1C(=O)N1C[C@@H](CN2CCCN(C)CC2)[C@@H](CO)C1	-25%
Cc1ccncc1C(=O)N1C[C@@H](Oc2ccccc2)C[C@H]1C(=O)N1CCOCC1	34%[activator]
Cc1cn2nc(C(=O)Nc3ccc(F)cc3C)cc2c(N(C)Cc2ccccc2)n1	20µM*
CCOC(=O)N1CCN(Cc2nc3cc(NC(=O)c4ccccc4OC)ccc3n2C(C)C)CC1	?
O=C1c2ccccc2C(=O)N1c1ccc(Cc2ccncc2)cc1	35%

Marked active in KDM5B inhibitor, of those listed so far:
SMILES	KDM5B inhibitor
Cc1cn2nc(C(=O)Nc3ccc(F)cc3C)cc2c(N(C)Cc2ccccc2)n1	20µM*

Compound activity: PubChem, National Center for Advancing Translational Sciences (NCATS)
